eLon inh: inhibitors of E. coli Lon protease; 0.42% of 360,000 active; AID 602123; inhibition, % at 7.94 µM; P0A9M0; purified E. coli Lon protease, fluorescence polarization; in the data active = inhibition above about 13%, passing the limit was not always enough;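 also: 0% = enzyme with probe and DMSO and 100% = no enzyme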
Neddylation inh: cullin neddylation inhibition; calls only at 25 µM; P61081+Q13564; 0.58% of 360,000 active; TR-FRET cullin neddylation, biochemical; in the data active = inhibition above about 36%
Target sequence (P61081 whole entry, looked up): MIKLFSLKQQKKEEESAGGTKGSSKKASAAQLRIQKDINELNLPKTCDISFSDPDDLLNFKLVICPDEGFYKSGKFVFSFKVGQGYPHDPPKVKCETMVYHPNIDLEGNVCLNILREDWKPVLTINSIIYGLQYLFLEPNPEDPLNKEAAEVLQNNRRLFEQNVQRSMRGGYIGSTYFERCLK
Target sequence (Q13564 whole entry, looked up): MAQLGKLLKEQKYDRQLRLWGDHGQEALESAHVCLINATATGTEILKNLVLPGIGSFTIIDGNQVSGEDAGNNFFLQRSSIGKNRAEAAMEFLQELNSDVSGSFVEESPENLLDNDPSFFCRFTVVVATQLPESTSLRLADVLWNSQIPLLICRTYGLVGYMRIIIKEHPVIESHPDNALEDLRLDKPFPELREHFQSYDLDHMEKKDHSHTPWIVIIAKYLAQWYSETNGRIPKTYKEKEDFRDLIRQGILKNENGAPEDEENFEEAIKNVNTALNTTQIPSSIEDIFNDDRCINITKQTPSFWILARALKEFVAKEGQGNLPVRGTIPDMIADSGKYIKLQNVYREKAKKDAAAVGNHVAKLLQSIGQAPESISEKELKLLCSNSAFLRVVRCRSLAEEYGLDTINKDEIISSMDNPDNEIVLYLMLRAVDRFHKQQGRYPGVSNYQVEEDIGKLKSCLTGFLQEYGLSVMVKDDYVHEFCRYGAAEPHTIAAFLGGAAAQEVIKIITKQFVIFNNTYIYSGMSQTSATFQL
Rin1 Abl inh: inhibitors of human Rin1-Abl protein interaction. TR-FRET Rin1/Abl binding, biochemical. inhibition, % at 7.35 µM. AID 588664. P00519+Q13671. 0.4% of 360,000 active; in the data active = inhibition above about 5%, passing the limit was not always enough
FAS TE block: blocks the thioesterase domain of human fatty acid synthase | P49327 | recombinant FAS-TE, OMFH fluorogenic substrate, fluorescence endpoint | inhibition, % at 15 µM | 0.67% of 360,000 active;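 active = compounds whose normalised, plate-corrected inhibition of enzyme fluorescence in the single-dose primary screen is 50% or more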;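 also: 0% = DMSO with enzyme and 100% = substrate without enzyme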
TbMetRS inhib: Trypanosoma brucei MetRS inhibition. purified T. brucei MetRS, ATP depletion, Kinase-Glo luminescence. inhibition, % at 11.9 µM. 0.4% of 360,000 active;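 active = inhibition above a per-plate cutoff of the control wells' mean inhibition plus 3 SD, cut at about 5.5% in these data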;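 also: 0% = DMSO wells median and 100% = median of wells with control inhibitor compound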
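technique = Kinase-Glo luminescence, ATP depletion format | system = purified MetRS (methionyl-tRNA synthetase) enzyme from Trypanosoma brucei | timing = 15 min preincubation, 2 h reaction, all 25 °C | evaluation = percent inhibition versus plate control medians | dosing = single dose, 11.9 µM final nominal, 0.9% final DMSO | also added = substrates ATP, L-methionine and bulk Escherichia coli tRNA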
MsrA inh: bovine MsrA inhibition; 0.75% of 360,000 active; AID 651718; purified bovine MsrA, absorbance read-out; inhibition, % at 15.5 µM; in the data active = inhibition above about 4.5%;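 also: 0% = vehicle wells with enzyme and 100% = reference inhibitor wells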
PABP1 MLLE inh: inhibitors of microRNA-mediated deadenylation, human PABP1 MLLE binding; P11940; GST-MLLE / FITC-PAM2 fluorescence polarization; inhibition, % at 20 µM; 0.36% of 360,000 active; in the data active = inhibition above about 35%, passing the limit was not always enough;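 also: plate controls were DMSO wells with GST-MLLE for no effect and wells lacking GST-MLLE protein for full effect; some results filed as inactive read as strong as hits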
CSN inh: CSN deneddylation inhibition. Q92905. Purified CSN, SCF-Nedd8-OG deneddylation, fluorescence polarization. inhibition, % at 12.5 µM. 0.38% of 360,000 active. AID 651999;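 active = pattern-corrected inhibition above about 35%, with an unprinted fluorescence ratio check between 0.5 and 1.5, limit read from the data, passing the limit was not always enough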;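 also: 0% = enzyme with substrate and 100% = substrate without enzyme; some results filed as inactive read as strong as hits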
Target sequence (Q92905 whole entry, looked up, one chain of several): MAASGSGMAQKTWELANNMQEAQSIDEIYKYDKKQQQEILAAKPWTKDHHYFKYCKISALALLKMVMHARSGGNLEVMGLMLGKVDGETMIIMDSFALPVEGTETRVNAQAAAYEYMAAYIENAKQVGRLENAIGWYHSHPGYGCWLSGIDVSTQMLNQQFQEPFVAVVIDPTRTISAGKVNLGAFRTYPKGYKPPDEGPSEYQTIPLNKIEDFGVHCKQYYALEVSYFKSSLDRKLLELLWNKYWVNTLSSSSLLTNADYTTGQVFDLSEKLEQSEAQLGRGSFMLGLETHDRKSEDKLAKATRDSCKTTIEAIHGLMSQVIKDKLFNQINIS
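Assay system: Purified human Csn5 enzyme expressed in HEK293T cells | Amount: Enzyme 0.24 nM | Measured by: Fluorescence polarization readout | Medium: Tris/NaCl/DTT buffer, pH 7.5 | Compound dosing: One concentration, 12.5 µM, 0.25% DMSO | Times: 90 min incubation of compound, enzyme and substrate at room temperature | Control set: no-enzyme wells high, enzyme-with-substrate wells low | Read-out: % inhibition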
bovine MsrA act: activators of bovine methionine sulfoxide reductase A | purified bovine MsrA, absorbance read-out | activation, % at 10.6 µM | 0.3% of 360,000 active; in the data active = activation above about 7.5%;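 also: 0% = vehicle and 100% = reference activator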
The depositor's hits bear a star; i = inactive; x = not tested or not shown. Rows are unselected (roughly 4% active in at least one column).

SMILES | eLon inh | Neddylation inh | Rin1 Abl inh | FAS TE block | TbMetRS inhib | MsrA inh | PABP1 MLLE inh | CSN inh | bovine MsrA act
O=C(NC1CCCN(C2Cc3ccccc3C2)C1)c1ccc(F)cc1Cl (configuration not stated) | 0 | i | 0 | -3 | -0.6 | -0.4 | 8 | 7 | -5
O=C(Nc1cccc(F)c1)C1CCN(S(=O)(=O)c2cccc3nonc23)CC1 | -8 | i | 2 | 11 | 0.2 | 0.0 | 4 | 1 | -2
CC[C@@]1(C(=O)OC)N[C@H](CN(C)C(=O)Nc2ccc(C)cc2)[C@@H]2C(=O)N(Cc3ccccc3)C(=O)[C@@H]21 | -13 | i | 1 | -7 | 0.7 | 0.2 | 4 | 2 | -1
CC1CC(C)CN(C(=O)COC(=O)c2cccc([N+](=O)[O-])c2)C1 (configuration not stated) | 9 | i | 3 | 36 | -0.6 | -0.1 | -12 | -1 | 4
O=C(NCCc1ccccc1F)C1CCCN(c2nc3ccccc3s2)C1 (configuration not stated) | 1 | i | 3 | 5 | -0.4 | -0.8 | 2 | -3 | -3
COC(OC)c1ccnc(-c2ccc(OC(=O)c3ccccc3)cc2)n1 | -2 | i | -2 | 11 | -0.7 | 0.8 | 7 | 3 | -2
COC(=O)C1=CN(CC2CCCO2)C=C(C(=O)OC)C1c1ccccc1C(F)(F)F (configuration not stated) | 0 | i | 0 | 6 | -0.6 | -0.8 | 0 | 0 | 3
O=C(O)CSc1nnc(-c2cccc(S(=O)(=O)N3CCOCC3)c2)n1-c1ccc(F)cc1 | 5 | i | -1 | -6 | 0.0 | 0.0 | -12 | 2 | -3
N#Cc1c2n(c3c(=O)n(Cc4ccccc4Cl)cnc13)CCCCC2 | -4 | i | 1 | 12 | 1.1 | 0.3 | 14 | -2 | -1
O=C(CN1C(=O)c2ccccc2C1=O)NCC1COc2ccccc2O1 (configuration not stated) | -3 | i | -4 | -3 | 0.4 | 0.6 | -1 | 3 | -4

Random excerpt: 3 entries already listed, in no set order.
SMILES | eLon inh | Neddylation inh | Rin1 Abl inh | FAS TE block | TbMetRS inhib | MsrA inh | PABP1 MLLE inh | CSN inh | bovine MsrA act
CC[C@@]1(C(=O)OC)N[C@H](CN(C)C(=O)Nc2ccc(C)cc2)[C@@H]2C(=O)N(Cc3ccccc3)C(=O)[C@@H]21 | -13 | i | 1 | -7 | 0.7 | 0.2 | 4 | 2 | -1
COC(=O)C1=CN(CC2CCCO2)C=C(C(=O)OC)C1c1ccccc1C(F)(F)F (configuration not stated) | 0 | i | 0 | 6 | -0.6 | -0.8 | 0 | 0 | 3
O=C(CN1C(=O)c2ccccc2C1=O)NCC1COc2ccccc2O1 (configuration not stated) | -3 | i | -4 | -3 | 0.4 | 0.6 | -1 | 3 | -4

Following part:
SMILES | eLon inh | Neddylation inh | Rin1 Abl inh | FAS TE block | TbMetRS inhib | MsrA inh | PABP1 MLLE inh | CSN inh | bovine MsrA act
Cc1cc(C)cc(Cn2cc(CN3CC(N4CCSCC4)CS3(=O)=O)nn2)c1 (configuration not stated) | -1 | i | x | -2 | -1.7 | 1.4 | x | -3 | -12
COc1ccc(CC(=O)N2CCc3ccccc32)cc1 | -7 | i | 4 | -5 | -1.5 | 0.1 | 5 | 1 | -2
CCOC(=O)C1=NN(C(=O)Cc2ccccc2)C(O)(C(C)(C)C)C1 (configuration not stated) | 3 | i | -5 | -3 | -0.2 | 0.5 | 5 | 0 | -2
CCc1noc(C)c1C(=O)OC(C)C(=O)NCc1ccc(OC)cc1 (configuration not stated) | -5 | i | 0 | 1 | 0.4 | 0.7 | -5 | -1 | -5
COc1ccc(C2NC(=O)c3n[nH]c(C)c32)c(OC)c1 (configuration not stated) | -1 | i | -2 | -7 | 0.5 | 0.0 | 14 | -2 | -2
O=C(Nc1ccon1)c1cc2c(s1)CCCC2 | -6 | i | 3 | -1 | -0.9 | x | 3 | -2 | -4
CC[C@H](C)[C@H](NC(=O)OCc1ccccc1)C(=O)OCC(=O)N1CCN(c2ccc(OC)cc2)CC1 | -1 | i | 3 | 25 | -0.2 | -0.7 | 7 | 2 | 3
O=C(CSc1nnnn1C1CCCC1)Nc1ccc(F)cc1 | 3 | i | -2 | -2 | 0.3 | 0.1 | 4 | -4 | 0
COc1cccc(Nc2n[nH]c(=S)s2)c1 | 6 | i | -2 | -11 | 0.2 | 0.7 | 18 | -6 | 5
O=C(NCc1cccs1)c1ccc2sc(C3=C[C@@H](O)[C@@H](O)[C@@H](CO)O3)nc2c1 | -2 | i | 1 | -9 | -0.1 | 0.6 | 2 | -1 | -3
O=[N+]([O-])c1cc(C(F)(F)F)ccc1NC1CCN(Cc2ccccc2)CC1 | 4 | i | 2 | 33 | 0.4 | -1.1 | 2 | -2 | -2
Cc1nc([N+](=O)[O-])c(C(=O)OCc2ccccc2)n1C | -4 | i | 7 | -2 | -0.8 | -1.0 | -7 | 6 | -4
COCC(=O)Nc1cc([N+](=O)[O-])ccc1C | -9 | i | 1 | 6 | -2.1 | -0.6 | -2 | -1 | -13
CCOc1ccc(N2C(=O)CSC2=NC#N)cc1 | -16 | i | 4 | -1 | -0.5 | 1.3 | 12 | 2 | -3
NC(=O)CC(NC(=O)Cc1ccc(Br)cc1)c1ccc(NCCN2CCOCC2)c([N+](=O)[O-])c1 (configuration not stated) | 13 | i | -3 | -6 | 0.1 | -0.3 | 14 | -2 | -5
CN(C)/C=C/C(=O)c1cccc(Cl)c1 | -1 | i | -3 | -7 | -0.6 | 2.5 | 9 | 0 | -11
COCCSc1nnc(NC(=O)c2ccco2)s1 | -6 | i | -2 | -4 | -0.8 | 3.1 | 7 | 1 | -7
CCOC(=O)C1(C)CCN1C(=O)c1ccc(N(C)C)cc1 (configuration not stated) | 1 | i | -5 | -9 | -0.4 | 0.2 | 24 | -3 | -8
COc1cc(-c2noc(CCCC(=O)NCc3ccco3)n2)cc(OC)c1OC | -2 | i | 0 | -4 | -1.0 | -1.4 | 2 | 5 | -2
O=C1CNC(=S)N1c1nc(-c2ccccc2)cs1 | 6 | i | -5 | -12 | -0.7 | 1.5 | 6 | -4 | -3
COc1cccc(C(=O)Nc2nc(-c3ccc4c(c3)OCO4)cs2)c1 | 0 | i | -3 | 29 | -0.4 | 1.1 | -8 | -2 | -9
CC(C)c1ccc(NC(=O)CCCN2C(=O)NC(C)(C)C2=O)cc1 | -4 | i | 4 | -3 | -0.3 | 1.1 | -20 | 1 | -3
NNC(=O)c1nnsc1-c1csnn1 | -10 | i | -1 | -5 | -0.1 | -0.5 | -137 | -5 | -1
Nc1cc(=O)[nH]c(SCC(=O)N2CCCC2)n1 | -1 | i | 5 | -7 | -0.5 | -0.6 | 6 | -2 | -4
Cn1c(=O)[nH]c(=O)c2c1nc(Sc1nc3ccccc3s1)n2Cc1ccccc1 | 3 | i | 0 | 10 | -0.2 | -1.0 | 9 | -1 | 0
Cc1ccc(S(=O)(=O)NCc2ccccc2)cc1C(=O)N(C)Cc1ccccc1F | 2 | i | 2 | 7 | 0.0 | -0.7 | -9 | 2 | -6
CCC(C)NC(=O)CNC(=S)N(Cc1ccccc1F)C1CCCCC1 (configuration not stated) | 2 | i | -2 | 4 | 0.3 | -0.3 | -136 | 4 | -2
O=C(COc1ccc(Cl)cc1)N1CCCCCCC1 | -4 | i | 1 | 1 | 0.6 | 0.4 | -7 | 2 | -3
CCOc1ccccc1C(=O)N[C@H](C(=O)OCc1csc(CC(=O)Nc2ccc(C)cc2)n1)C(C)C | 0 | i | 1 | 25 | -0.2 | -0.6 | -15 | -1 | 0
Cc1nc2c(OCc3ccc(F)c(F)c3)cccn2c1N(C)C(=O)CCC1CCCC1 | -2 | i | 1 | 25 | -0.4 | 0.8 | -7 | 3 | 0
CCSc1cc(C)nc2c(-c3ccccc3)c(C)nn12 | -9 | i | -3 | 11 | -0.5 | -0.8 | -7 | -1 | -6
Cc1cccc(OCCNC(=O)CSc2ccc(C(F)(F)F)cc2[N+](=O)[O-])c1 | -9 | i | -2 | 17 | 0.2 | -0.5 | 5 | -10 | -4
Cc1c(C(=O)N2CCCC2)oc2c1-c1nn(CC(=O)NCCCN3CCCCC3C)cc1CC2 (configuration not stated) | -6 | i | 0 | -6 | -0.2 | 0.4 | 4 | 3 | 0
COc1cccc(CN2CCNC(=O)C2CC(=O)NCCn2cccn2)c1OC (configuration not stated) | 1 | i | 3 | -7 | -0.6 | -0.3 | 18 | 2 | -6
COc1cccc(NC(=O)C2(C)CCN2Cc2ccc(SC)cc2)c1 (configuration not stated) | -12 | i | -1 | 20 | 0.0 | 1.7 | -10 | 0 | -2
COC(=O)c1sccc1NC(=O)c1ccc(C#N)cc1 | -2 | i | 4 | -4 | -1.5 | x | -14 | 9 | -13
Cc1c(NC(=O)c2ccccc2N)cccc1C(=O)O | -7 | i | 0 | -9 | -0.5 | 0.1 | 5 | 3 | -1
Cc1ccc(NS(=O)(=O)c2ccc3[nH]c(=O)oc3c2)cc1Cl | -9 | i | 2 | -2 | -0.1 | -0.5 | -10 | 1 | 0
CCOC(=O)c1[nH]c(C)c(C(=O)NCCN2CCOCC2)c1C | -7 | i | -2 | -9 | -1.1 | -1.5 | 7 | 0 | -4
COC(=O)c1ccc(C(=O)OC)c(NC(=O)c2cnc3n(c2=O)CCS3)c1 | 6 | i | 0 | 1 | -0.6 | 1.0 | 9 | 4 | -8
Nc1ccc2nn(-c3cccc4ccccc34)nc2c1 | -3 | x | 1 | -3 | -0.5 | 0.1 | -22 | 2 | -3
COc1ccc(S(=O)(=O)N2CCC(C(=O)Nc3cccc(C(C)=O)c3)CC2)cc1 | -1 | i | 2 | 5 | -1.4 | 0.5 | 2 | 5 | -11
O=C(NCc1ccccc1Cl)c1cc(=O)[nH]c2ccccc12 | -6 | i | -1 | -6 | -0.1 | -0.1 | -87 | 0 | -1
Cc1ccccc1NC(=O)OCc1cccnc1Oc1ccc(Cl)cc1 | -6 | i | -1 | 19 | -0.8 | 0.4 | 6 | -16 | -3
COc1ccc(NC(=O)C2C3CCC(C3)C2C(=O)O)cc1OC (configuration not stated) | -10 | i | 0 | -7 | 0.0 | 2.2 | -6 | -1 | -3
CCOc1ccccc1NC(=O)C1CCC(CNc2c(N3CCOCC3)c(=O)c2=O)CC1 (configuration not stated) | -5 | i | 3 | -4 | 0.5 | -2.1 | 6 | 2 | -1
Cc1ccc(-c2nc3ccccc3s2)cc1S(=O)(=O)N1CCCC1 | -1 | i | -1 | 31 | -0.5 | x | 6 | -1 | -1
COc1ccc(C2Nc3ccccc3C(=O)N2NC(C)=O)cc1OC (configuration not stated) | -2 | x | 1 | -6 | -0.4 | 0.5 | -1 | -12 | -3
CCN(C(=S)Nc1cccc2ccccc12)c1ccccc1 | 5 | i | -5 | -4 | -0.6 | 0.0 | 30 | 16 | -9
CC(C)(C)NC(=O)C1c2ccccc2Oc2ccccc21 | -1 | i | 1 | -2 | -1.0 | 0.6 | 2 | -4 | 0
O=C(CSc1nnc(CNC(=O)c2ccccc2)o1)NCc1ccccc1Cl | -4 | i | 1 | -3 | 0.0 | -0.2 | 2 | 1 | -4
CN1C(=O)c2ccccc2N(C)C1c1ccccc1Cl (configuration not stated) | 2 | x | -1 | -2 | -0.5 | 0.6 | -5 | 8 | 0
CC(NC(=O)c1cc(-c2cccs2)on1)c1ccccc1 (configuration not stated) | -4 | i | 2 | -2 | -1.2 | 0.7 | 1 | -10 | -8
